# ALOX15B inhib – inhibitors of human 15-lipoxygenase 2 (ALOX15B) | purified 15hLO-2, xylenol orange hydroperoxide absorbance | Potency, µM (series often up to 57.1 µM), for inactives: top-dose activity change, negative = inhibition, usual class: inhibitors | 110,000 tested, 0.56% active | AID 881; further: potency means the concentration at half of the fitted maximal effect; nearly all actives have a fitted effect of over 60% in size; many of its hits are not listed in these tables
#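 Purified human 15hLO-2 (50 nM final) preincubated with compounds 15 min at room temperature in 25 mM Hepes pH 7.5, 0.01% Triton X-100, then 45 uM arachidonic acid added for 90 min; hydroperoxide detected via ferrous/xylenol orange, 573/405 nm absorbance ratio.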
# IMPase inh – IMPase inhibition in cells; P97697; CHO-M1 cells, IP1 accumulation, HTRF TR-FRET ratio; inhibition (IP1 accumulation), % at 46.1 µM; 120,000 tested, under 10 active; AID 901; active means well fitted curve in the direction sought with a large enough effect in the signal ratio, not every such curve was filed as active; inconclusive means small, poorly fitted or top-dose-only effect, or a change in a side signal; inactive means no such curve, though single readings can be large or run the other way; the % refers to the signal ratio;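 further: cells stimulated with carbachol in lithium chloride buffer; plate controls were DMSO basal wells for no effect and reference inhibitor wells for full effect; higher means more IMPase inhibition seen as more IP1 and lower FRET ratio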
# Target sequence (P97697 whole entry, looked up): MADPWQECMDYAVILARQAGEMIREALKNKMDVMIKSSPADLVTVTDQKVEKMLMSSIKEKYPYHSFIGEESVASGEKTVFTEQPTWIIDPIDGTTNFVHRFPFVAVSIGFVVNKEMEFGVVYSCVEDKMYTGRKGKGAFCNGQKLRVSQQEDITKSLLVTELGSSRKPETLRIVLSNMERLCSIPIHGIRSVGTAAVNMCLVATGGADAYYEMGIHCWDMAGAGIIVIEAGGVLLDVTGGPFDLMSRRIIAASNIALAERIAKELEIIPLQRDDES
#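 Seeded CHO-M1 cells were dosed with compound at up to 46 uM, stimulated with carbachol for 30 min, then lysed in IP-One detection reagents. Higher IP1 lowers the TR-FRET signal.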
# 12-hLO inh – 12-hLO (ALOX12) enzyme inhibition. P18054. purified 12-hLO, xylenol orange hydroperoxide absorbance. Potency, µM (series often up to 57.1 µM), without a hit: at the top dose activity change, negative = inhibition, hits mostly inhibitors. 150,000 tested, 0.12% active; further: potency means the concentration at half of the fitted maximal effect; nearly all actives have a fitted effect of over 55% in size; many of its hits are not listed in these tables
# Target sequence (P18054 whole entry, looked up): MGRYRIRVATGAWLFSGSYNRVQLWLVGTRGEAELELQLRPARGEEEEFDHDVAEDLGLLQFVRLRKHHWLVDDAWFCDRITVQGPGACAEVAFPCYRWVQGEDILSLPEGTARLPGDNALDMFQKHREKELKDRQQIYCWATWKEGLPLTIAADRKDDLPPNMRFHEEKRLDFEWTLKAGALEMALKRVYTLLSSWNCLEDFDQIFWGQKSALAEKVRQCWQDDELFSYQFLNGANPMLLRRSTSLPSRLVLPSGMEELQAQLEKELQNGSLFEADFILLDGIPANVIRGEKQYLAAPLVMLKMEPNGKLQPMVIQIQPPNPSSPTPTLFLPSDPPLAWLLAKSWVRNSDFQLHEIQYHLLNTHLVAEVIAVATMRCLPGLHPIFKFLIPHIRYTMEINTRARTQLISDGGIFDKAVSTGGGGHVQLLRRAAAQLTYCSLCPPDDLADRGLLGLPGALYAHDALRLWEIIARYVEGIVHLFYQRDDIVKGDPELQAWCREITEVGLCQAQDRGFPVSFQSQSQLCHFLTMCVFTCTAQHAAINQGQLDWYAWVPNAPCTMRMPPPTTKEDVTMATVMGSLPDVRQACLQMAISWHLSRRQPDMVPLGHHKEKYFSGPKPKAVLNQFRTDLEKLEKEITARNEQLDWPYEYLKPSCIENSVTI
#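 Purified human 12hLO (150 nM final) was preincubated with compounds for 15 min at room temperature in 25 mM Hepes pH 7.0, 0.01% Triton X-100, then reacted with 40 uM arachidonic acid for 30 min. Hydroperoxide was detected with ferrous iron/xylenol orange.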
# PNC inhibitor – blocks assembly of the perinucleolar compartment; PC3M PTB-GFP, PNC prevalence imaging, 16 h; active compounds read low; activity change (PNC), negative = inhibition, % at 10 µM; 140,000 tested, 3.1% active; AID 2417;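 active means readout at or below -70, meaning at least 70% loss of cells showing the perinucleolar compartment, a nuclear body marking cancer cells; inconclusive means readout between -30 and a set limit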;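 further: plate controls were DMSO wells for no effect and camptothecin positive control wells for full effect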
#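 Compounds are pinned in duplicate onto adhered PC3M cells stably expressing GFP-tagged PTB and incubated 16 h at 37 C. Cells are then fixed, nuclei stained with Hoechst, and PNC-positive cells counted.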
# * marks the source's active call; other numbers are inactive results; ? = inconclusive; · = not tested or not shown; & = joins results of further samples; [ ] = remark or other dose. Unless noted, the call rests on the fitted dose curve; in most records, active means well fitted curve in the direction sought with a large enough effect; inconclusive means small, poorly fitted or top-dose-only effect, or another doubt; inactive means no such curve, though single readings can be large; an effect the other way counts as inactive or inconclusive. Unless noted, on the % scale 0 is the no-effect control and ±100 the full control effect. These rows are one share of the data; rates above refer to the full screens.
SMILES,ALOX15B inhib,IMPase inh,12-hLO inh,PNC inhibitor
CCOc1nc(Oc2cccc(C(=O)O)c2)nc(Oc2cccc(C(=O)O)c2)n1,-1.7%,6.8,-0.3%,-4.4
CCOC(=O)C1(CC)CC(CSc2nc3ccccc3[nH]2)OC1=O (configuration not stated),-2.9%,5.7,-2.2%,?
O=C(Nc1ccc([N+](=O)[O-])c(NC(=O)C2CCCO2)c1)C1CCCO1 (configuration not stated),·,·,-2.8%,27.3
Cc1cc(Nc2cc(F)ccc2C)n2ncnc2n1,-4.0%,3.8,6.7%,-2.0
O=C(/C=C/c1ccc2c(c1)OCO2)Nc1nc(-c2ccccc2)cs1,-3.9%,3.1,-6.4%,32.4
O=S(=O)(c1ccc(F)cc1)c1nc(-c2ccccc2F)oc1N1CCCCC1,2.6%,7.2,0.8%,32.8
CCn1c(Cc2c(C)[nH]c3ccccc23)n[nH]c1=S,-7.1%,5.1,-1.6%,?
Cc1cc(C)c2c(n1)nn1c(NCCCN(C)C)cc(C)nc21,10.4%,-10.3,-7.7%,11.1
COc1ccc(CNC(=O)C2=C(C)C(=O)OC23CCC(C)CC3)cc1 (configuration not stated),3.5%,-0.7,-5.8%,-8.0
COc1cc(NC(=O)COc2ccc(F)cc2)nc(OC)n1,2.2%,-13.2,-3.0%,?

# Retrieved one by one from the list above (2):
SMILES,ALOX15B inhib,IMPase inh,12-hLO inh,PNC inhibitor
COc1ccc(CNC(=O)C2=C(C)C(=O)OC23CCC(C)CC3)cc1 (configuration not stated),3.5%,-0.7,-5.8%,-8.0
O=C(/C=C/c1ccc2c(c1)OCO2)Nc1nc(-c2ccccc2)cs1,-3.9%,3.1,-6.4%,32.4

# An excerpt from above in order of number of heavy atoms, rising:
SMILES,ALOX15B inhib,IMPase inh,12-hLO inh,PNC inhibitor
Cc1cc(Nc2cc(F)ccc2C)n2ncnc2n1,-4.0%,3.8,6.7%,-2.0
COc1cc(NC(=O)COc2ccc(F)cc2)nc(OC)n1,2.2%,-13.2,-3.0%,?
O=C(/C=C/c1ccc2c(c1)OCO2)Nc1nc(-c2ccccc2)cs1,-3.9%,3.1,-6.4%,32.4

# Going on with the list:
SMILES,ALOX15B inhib,IMPase inh,12-hLO inh,PNC inhibitor
Nc1n[nH]c(-c2ccc(Br)cc2)c1Cl,13.7%,-10.1,-7.3%,1.9
C/C(=N/O)c1c(O)c(C)c(-c2ccccc2)n(-c2ccccc2)c1=O,·,·,-4.9%,-2.5
CC1=NN(c2ccc(C(=O)OC(C)C)cc2)C(=O)/C1=C\C=C\c1ccco1,·,-1.5,-9.7%,365.7
CCOc1ncccc1C(=O)N(CC)CC(=O)Nc1ccc(NC(C)=O)cc1,·,·,3.4%,?
COc1ccc(C2=NN(C(=O)CSc3ncccn3)C(c3ccc(C)cc3)C2)cc1 (configuration not stated),·,?,3.2%,-12.7
Cc1onc(-c2ccccc2Cl)c1C(=O)Nc1nnc(-c2ccc(Cl)cc2Cl)s1,-15.9%,?,-9.0%,?
NC(=O)c1nsc(C(=O)N(CC(=O)NCc2ccc3c(c2)OCO3)C2CCCC2)c1N,3.1%,-2.6,-9.5%,-8.2
COc1ccc2cc(CN(CC3COCCO3)S(=O)(=O)c3ccc(Cl)cc3)c(=O)[nH]c2c1 (configuration not stated),-9.0%,7.6,-3.2%,29.1
COc1ccc(C(=O)NC(=S)NC2CCSC2=O)cc1 (configuration not stated),·,·,-4.1%,-5.7
CC(=O)Nc1ccc(NC(=O)c2ccc(-n3c(C)ccc3C)cc2)cc1,·,-1.0,0.8%,?
CCn1c2ccccc2c2cc(NC(=O)C/C(C)=N/NC(=O)c3ccccc3N)ccc21,·,-3.4,3.4%,55.9
CC(C)OC(=O)CSc1nnc(-c2ccccn2)n1C,9.9%,15.2,-1.8%,16.0
COCC(=O)N1CCC[C@@]2(CCN(Cc3ccccc3OC)C2)C1,2.6%,·,0.5%,·
O=C(COC(=O)c1ccccc1[N+](=O)[O-])c1ccc(C2CCCCC2)cc1,-19.5%,2.4,-12.2%,0.8
COc1ccccc1OCC(=O)Nc1ccc(CSc2ccccc2)cc1C,-7.2%,-2.1,-0.1%,32.5
Cc1cc2c(ccc3[nH]onc32)n1,-11.0%,-2.1,-10.8%,40.8
Fc1cccc2sc(Nc3nc4cc5c(cc4s3)OCCO5)nc12,·,·,1.8%,40.2
O=C(CCCc1ccccc1)NCCCN1CCOCC1,-4.9%,8.4,-3.8%,10.0
Cc1cccc(NC(=O)CSc2nnc(-c3ccc(S(=O)(=O)N4CCOCC4)cc3)n2C)c1,-3.9%,-5.0,-4.8%,-13.1
COc1cc(NS(=O)(=O)c2ccc(N=Cc3c(C)[nH]n(-c4ccccc4)c3=O)cc2)nc(OC)n1,2.2%,2.8,-2.2%,-26.4
CCC(C(=O)Nc1c[nH]c(=O)[nH]c1=O)c1ccccc1 (configuration not stated),·,·,-6.3%,?
COc1ccccc1C1CC(c2ccc(Cl)cc2)Nc2ncnn21 (configuration not stated),54.0%[activator],0.7,-2.5%,5.9
COc1cc(/C=C/C(=O)O)ccc1O,-1.6%,·,-1.3%,·
Cc1cc(=O)oc2cc(O[C@@H]3O[C@H](C(=O)O)[C@@H](O)[C@H](O)[C@H]3O)ccc12,3.8%,-0.8,-3.1%,·
CCCS(=O)(=O)N1CCCC(C(=O)NCCc2ccc(Cl)cc2)C1 (configuration not stated),5.5%,-3.0,-4.9%,3.1
O=C1c2ccccc2C(=O)N1CCCc1nc(-c2ccccn2)no1,-1.9%,9.7,0.5%,-106.5*
O=C(NCc1ccccn1)c1ccc(COc2ccc(Cl)cc2)o1,3.3%,3.7,-1.4%,?
OC1(c2cccnc2)CCN(Cc2nnnn2C2CCCCC2)CC1,-5.5%,-6.4,3.5%,?
CC(NC(=O)c1ccccc1NC(=O)c1ccco1)c1ccccc1 (configuration not stated),-8.8%,-12.0,3.7%,-11.4
Cc1cc(N2CCC(C)CC2)nc(NCc2ccccc2)n1,·,·,0.5%,26.8
COc1ccc2cc(C(=O)O)ccc2c1,-5.0%,-13.4,-2.7%,11.1
C/C(=N\NC(=O)c1ccccc1O)C1C(=O)c2ccccc2C1=O,-3.3%,11.2,4.6%,?
CCn1c(SCC(=O)Nc2nccs2)nnc1-c1ccc(C)cc1,·,-10.2,-0.2%,?
CN(N=O)C(=O)N[C@H]1C(O)OC(CO)[C@@H](O)[C@H]1O (some centres not stated),-0.6%,0.6,1.2%,·
COc1cc(/C=C2/C(=O)c3cccc([N+](=O)[O-])c3C2=O)c(Br)cc1O,·,·,-27.0%,0.8
CC1(C)OC(=O)C(=CNc2cccc(O)c2)C(=O)O1,-0.6%,8.9,-5.7%,-19.2
COc1ccccc1NC(=O)c1nn(-c2ccc(Cl)cc2)ccc1=O,-6.8%,?,3.8%,47.5
CCOn1c(=O)c(-c2cccs2)[n+]([O-])c2ccccc21,-18.2%,-5.7,-5.4%,?
Cc1nn(-c2ccccc2)c(N2CCCC2)c1/C=N/NC(=O)c1cccc(S(=O)(=O)Nc2ccc(Cl)cc2)c1,·,·,-2.0%,-14.7
Cc1ccc(C(c2nnnn2C2CCCCC2)N2CCc3ccccc32)cc1 (configuration not stated),·,-5.4,-0.6%,-26.3
O=C(CCS(=O)(=O)c1ccc(Br)cc1)N1CCN(Cc2ccccc2)CC1,9.3%,17.2,-3.9%,25.0
OC[C@@H]1O[C@@H](n2cnc3c(Nc4ccccc4)ncnc32)[C@@H](O)[C@H]1O,-7.8%,-0.6,-4.0%,·
Cc1cc(Nc2ccccc2)c2c([N+](=O)[O-])cc(C)c(C)c2n1,4.3%,14.2,-4.8%,-9.1
CCN(CC)C(=O)c1sc(NC(=O)c2cc(-c3ccc(C)s3)nc3ccccc23)c(C(=O)OC)c1C,?,-7.4,-6.2%,?
CN(C)S(=O)(=O)c1cc(C(=O)NCC2CCCO2)c(Cl)cc1Cl (configuration not stated),-1.0%[11.4 µM],-3.6[1.84 µM],-0.7%,7.8
CN(CC(=O)N1CCCC1)S(=O)(=O)c1cc(Cl)ccc1Cl,6.5%,-13.1,-1.4%,4.1
COc1cc(/C=C/c2ccc3cccc([N+](=O)[O-])c3n2)ccc1OCC#N,·,4.7,-0.9%,-0.8
CCOc1ccc(CC(=O)Nc2sc(Cc3ccccc3)c(C)c2C(N)=O)cc1OCC,-19.7%,9.5,-2.4%,13.4
O=C(CNc1ccc2c(c1)OCO2)N/N=C\c1cn(Cc2ccc(F)cc2)c2ccccc12,·,·,-0.2%,-16.0
CCc1ccc(C2CC(c3ccccc3)n3ncnc3N2)cc1 (configuration not stated),18.7%,0.9,-1.8%,19.8

# Later entries.
SMILES,ALOX15B inhib,IMPase inh,12-hLO inh,PNC inhibitor
O=C(Cc1cc(=O)[nH][nH]1)N/N=C/C=C/c1ccccc1,46.3%&36.3%[activator],2.3&0.2,?,?
CCc1cc(=O)oc2cc(C)c(CN3CCCC3)c(O)c12,-20.5%,5.8,-26.5%,-5.1
C=CCn1c(CCNC(=O)C(C)(C)C)nc2ccccc21,0.2%,-5.7,1.7%,19.2
CC(C)C(=O)Nc1ccc(C(=O)c2ccccc2)cc1,·,11.9,-1.9%,?
Cc1c(NC(=O)c2cc3nc(-c4ccc(Br)cc4)cc(C(F)(F)F)n3n2)c(=O)n(-c2ccccc2)n1C,·,-6.2,1.6%,16.5
CCN(CC)c1ccc(/C=N/Nc2nc(C)cc(=O)[nH]2)c(O)c1,·,·,-6.3%,-23.9
O=C(Nc1nc2cc(Cl)ccc2s1)C1CCCN(S(=O)(=O)c2cccc3cccnc23)C1 (configuration not stated),6.2%,-1.4,-6.1%,?
CN(C)CCN1CC(C(=O)O)CC1=O (configuration not stated),-3.1%,5.4,-1.6%,4.2
O=C(c1ccncc1)N1CCC2(CCCN(Cc3ccccc3)C2)CC1,13.3%,·,-0.9%,·
Nc1cccc2c1C(=O)N(C(=O)c1ccc(Cl)c(S(=O)(=O)N3CCCCCC3)c1)C2=O,-16.8%,0.7,-7.4%,26.0
COc1ccc2c(c1OC)CN1CCc3cc4c(cc3[C@@H]1[C@@H]2O)OCO4,·,·,-0.4%,44.2
COc1ccc(NC(=O)Nc2nc3c(s2)CCCC3)cc1,·,9.6,-8.3%,?
CCOc1ccc(NC(=O)CCn2c(=O)[nH]c3ccsc3c2=O)cc1,3.3%,5.2,7.0%,4.1
CCn1cc(C(=O)O)c(=O)c2cc(F)c(N3CCNCC3)cc21,-0.5%,2.5[20.6 µM],-4.2%,?
CC(=O)c1ccc(N2CCCCCC2)c(F)c1,-1.4%,8.3,-6.1%,35.7
Clc1ccc(-n2nnnc2-c2ccccc2)cc1,-3.2%,0.0,3.7%,?
Cn1cc(SCC(=O)NCC2CCCO2)c2ccccc21 (configuration not stated),-3.6%,23.7,-2.4%,-6.1
COc1ccccc1/C=N/NC1=NCCCCC1,2.7%,-13.6,-7.3%,8.9
Cc1cccc(NC(=O)C2CCN(S(=O)(=O)c3cccs3)CC2)c1,-4.6%,0.9,-2.0%,-6.1
CN(C)S(=O)(=O)N1CCN(C(=O)N2CCOCC2)CC1,-10.9%,-0.9,0.6%,64.2

# Results in IMPase inh and 12-hLO inh (2 entries from above):
SMILES,IMPase inh,12-hLO inh
COc1ccc(NC(=O)Nc2nc3c(s2)CCCC3)cc1,9.6,-8.3%
Clc1ccc(-n2nnnc2-c2ccccc2)cc1,0.0,3.7%

# (cont.)
SMILES,ALOX15B inhib,IMPase inh,12-hLO inh,PNC inhibitor
O=C(O)c1cc(-c2ccco2)nc2ccc(Br)cc12,2.0%,?,-7.4%&0.9%,?
COc1ccc(OC)c(C(=O)c2oc3ccccc3c2NC(C)=O)c1,1.6%,-3.8,-4.9%,29.3
O=C(N/N=C/c1cc2c3c(c1O)CCCN3CCC2)c1ccccc1O,·,·,-14.9%,-112.8*
COc1ccc(CC(=O)NNC(=S)Nc2ccccc2)cc1Br,35.5%[activator],8.3,-22.7%,-0.5
C/C(=N\NC(=S)NC(C)C)c1ccc(-n2ccnc2)cc1,12.8%,8.5,-10.8%,-2.5
